TAG inh: reduces triacylglycerol accumulation in H9c2 cells. Nile Red lipid (TAG) fluorescence; cells loaded with 200 µM oleic acid. 0.66% of 230,000 active. inhibition, % at 12.5 µM;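 active = pattern-corrected inhibition of lipid staining of at least 50% with the nuclear-stain viability signal not falling by more than 50%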;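 note: 0% = DMSO wells and 100% = triacsin C control wells; some results filed as inactive read as strong as hits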
TAG inh DAPI viability: recorded beside TAG inh, whose call it bears; DAPI nuclei signal change (viability), lower = more cytotoxic, %;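 whole-well DAPI fluorescence read on a plate reader as a viability signal; minus 50 percent equals half of cells still viable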
* = called active by the depositor; & = joins results of further samples. A portion of the library, so the mix of outcomes need not match the whole.

nr | molecule | TAG inh | TAG inh DAPI viability
1 | CCOC(=O)CN1C(=O)C2(C(C#N)=C(N)Oc3ccccc32)C(C(=O)OC)=C1C (stereo not given) | -10 | 7
2 | CN1CC(C(=O)c2ccc(Cl)cc2)C(c2ccc(N(C)C)cc2)C1 (stereo not given) | 2 | 19
3 | O=C(Cc1ccccc1)N1CCN(CC2CC=CCC2)CC1 (stereo not given) | -7 | 5
4 | O=C(OC1CCN(CCCl)CC1)C(c1ccccc1)c1ccccc1 | -12 | 27
5 | Cn1cc(C(=O)OCC(=O)N2CCCCC2)c2ccccc21 | 11 | -5
6 | O=C1C2CCCN2C(c2cccnc2)N1c1ccc(Cl)c(Cl)c1 (stereo not given) | 6 | -13
7 | NC(Cc1ccc(Cl)cc1)c1csc(Nc2cnccn2)n1 (stereo not given) | 2 | 28
8 | Cc1ccccc1NC(=O)CCl | 11 | 1
9 | COc1ccc(CNC(=O)/C=C/c2ccc3[nH]cc(CCN(C)C)c3c2)cc1 | 10 | -5
10 | O=C1CN=C(c2ccccc2F)c2cc(Cl)ccc2N1 | -9 | -12
11 | CO[C@H]1C=C2CCN(C)[C@H]2C2c3cc4c(cc3C(=O)O[C@@H]21)OCO4 (stereo not given in full) | 0 | -3
12 | O/N=C/c1c[nH]c2ccccc12 | 10 | 6
13 | COC(=O)C1=C(c2cc3ccccc3o2)C[C@@H]2CC[C@H]1N2C(=O)NCc1ccccc1 | 3 | -1
14 | CCOP(=O)(CCP(=O)(OCC)OCC)OCC.C[CH2][Sn]([Cl])([Cl])[CH2]C | 109 | -76
15 | O=C(c1c[nH]cc1-c1ccccc1)c1cccc2ccccc12 | 50 | -39
16 | CC(=O)Nc1ccc2c(c1)CC1(C(=O)N(C)C(=O)N(C)C1=O)C1CCCN21 (stereo not given) | 0 | 7
17 | COC(=O)C1=C(c2ccc(OC(F)(F)F)cc2)C[C@@H]2CC[C@H]1N2C(=O)NCCOc1ccc(OC)cc1 | 19 | -2
18 | NS(=O)(=O)OC(CCc1ccccc1)C(Cl)(Cl)Cl (stereo not given) | -18 | -3
19 | Cn1cccc1/C=C1\C(=O)NC(=O)N(CCC2=CCCCC2)C1=O | 29 | -16
20 | Cc1ccc(NP(=O)(c2ccccc2)c2nc3ccccc3s2)cc1 (stereo not given) | -15 | 13
21 | Cc1c(C=O)c2ccccc2n1Cc1ccc(F)cc1 | 3 | -4
22 | COc1ccc2c(c1OC)C(=O)O[C@H]2[C@@H]1c2cc3c(cc2CCN1C)OCO3 | 3 | -2
23 | N=C(N)c1c(O)n(C2CCCCC2)c(=O)n(C2CCCCC2)c1=O | 4 | -3
24 | O=P(O)(O)/C=C(\Cl)c1ccccc1 | 8 | 1
25 | C[C@]12C[C@@H](O)[C@H](O)CC1=CCC1C2CC[C@@]2(C)C1CC[C@@H]2O (stereo not given in full) | 5 | 3

In the list so far, these contain an NH in an aromatic ring:
nr | molecule | TAG inh | TAG inh DAPI viability
9 | COc1ccc(CNC(=O)/C=C/c2ccc3[nH]cc(CCN(C)C)c3c2)cc1 | 10 | -5
12 | O/N=C/c1c[nH]c2ccccc12 | 10 | 6
15 | O=C(c1c[nH]cc1-c1ccccc1)c1cccc2ccccc12 | 50 | -39

Additional records
nr | molecule | TAG inh | TAG inh DAPI viability
26 | CCC1CN1P(=O)(N1CCCC1)N1CC1CC (stereo not given) | -13 | -2
27 | COc1ccc2c(c1O)-c1c(OC)c(OC)cc3c1[C@H](C2)N(C)CC3 | 4 | -3
28 | CCn1c(O)c(/C=N/NC(=O)c2ccccc2)c(=O)[nH]c1=S | -7 | 9
29 | CNCC1(c2ccccc2)CCCC1 | 23 | -6
30 | CCn1c(O)c(N=Nc2ccc(S(=O)(=O)N3CCOCC3)cc2)c(=O)n(CC)c1=S | 24 | 7
31 | Cc1ccc2c(c1)CC1(CN2C)C(=O)NC(=O)N(CCC2=CCCCC2)C1=O (stereo not given) | -4 | 3
32 | CC(=O)N1CCC(N2CCCC(C(=O)c3cccc(Cl)c3)C2)CC1 (stereo not given) | -10 | 17
33 | Cc1cccc(OCC(=O)N2CCN(Cc3ccncc3)CC2)c1 | 3 | 4
34 | [N-]=[N+]=NCc1cn2cccnc2n1 | 10 | 1
35 | O=C(COC(=O)Cc1ccccc1)Nc1ncc(Cl)cc1Cl | 5 | -8
36 | Cc1nn(CC(C)C)c(Cl)c1C(=O)NC1CCCCC1 | 3 | -6
37 | Cc1ccc(CN(Cc2ccccc2)C(=S)NCC(=O)N2CCC3(CC2)OCCO3)o1 | 0 | -8
38 | Cc1cccc(CN2CCN(c3ccc(Cl)cc3)CC2)c1 | -5 | 2
39 | Cc1ccc(-n2c(O)c(/C=N/N3CCCCCC3)c(=O)[nH]c2=O)cc1C | 6 | -1
40 | CCCCn1c(=O)c(C(=O)Nc2ncccc2C)c(O)c2ccccc21 | -11 | 11
41 | CC(=O)c1c(C)n(Cc2ccccc2)c2ccc(O)cc12 | -25 | 1
42 | CCCC/C(=N/O)c1c(C)[nH]c2ccccc12 | -11 | 9
43 | CC(C)CCn1c(=O)c(C(=O)NCc2ccco2)c(O)c2ccccc21 | 9 | -13
44 | COC(=O)C1=C(c2cccc(OCc3ccccc3)c2)C[C@@H]2CC[C@H]1N2C(=O)NCc1ccc(Cl)cc1 | 2 | 7
45 | COc1ccccc1NC(=O)COC(=O)c1cn(C)c2ccccc12 | 5 | 8
46 | CCCCn1c(O)c(C(CC)=NCc2ccc(F)cc2)c(=O)[nH]c1=O | -20 | -1
47 | Fc1ccc2c(c1)nnn2C1CCN(Cc2nnnn2C2CCCCC2)CC1 | 9 | 16
48 | CCOC(=O)c1cn2nc(OP(=S)(OCC)OCC)cc2nc1C | -25 | 19
49 | O=C(CN1CCCCC1)Nc1ccc(Br)cc1C(=O)c1ccccc1Cl | -21 | 5
50 | CC(C)c1ccc(-n2c(O)c(C=NC(CCS(C)=O)C(=O)O)c(=O)[nH]c2=S)cc1 (stereo not given) | -10 | 3

As a working copy, part of the list above:
nr | molecule | TAG inh | TAG inh DAPI viability
44 | COC(=O)C1=C(c2cccc(OCc3ccccc3)c2)C[C@@H]2CC[C@H]1N2C(=O)NCc1ccc(Cl)cc1 | 2 | 7
45 | COc1ccccc1NC(=O)COC(=O)c1cn(C)c2ccccc12 | 5 | 8
46 | CCCCn1c(O)c(C(CC)=NCc2ccc(F)cc2)c(=O)[nH]c1=O | -20 | -1
47 | Fc1ccc2c(c1)nnn2C1CCN(Cc2nnnn2C2CCCCC2)CC1 | 9 | 16
48 | CCOC(=O)c1cn2nc(OP(=S)(OCC)OCC)cc2nc1C | -25 | 19
49 | O=C(CN1CCCCC1)Nc1ccc(Br)cc1C(=O)c1ccccc1Cl | -21 | 5
50 | CC(C)c1ccc(-n2c(O)c(C=NC(CCS(C)=O)C(=O)O)c(=O)[nH]c2=S)cc1 (stereo not given) | -10 | 3

(continued)
nr | molecule | TAG inh | TAG inh DAPI viability
51 | CC(C)CN1CCN(Cc2c(F)cccc2Cl)CC1CCO (stereo not given) | -5 | 1
52 | Cn1cnc(CCN)c1 | 7 | -5
53 | COc1cc2c(cc1OC)C13CCN4CC5CCOC6CC(=O)N2C1C6C5CC43 (stereo not given) | -21 | 5
54 | CCC(=NC(C)c1ccccc1)c1c(O)[nH]c(=O)[nH]c1=O (stereo not given) | -5 | 5
55 | CCOP(=O)(OCC)C1(O)C(=O)Nc2ccccc21 (stereo not given) | -3 | 11
56 | O=Cc1cn(Cc2ccccc2F)c2ccccc12 | -24 | 166
57 | COc1ccccc1N(CC(=O)NC1CCCC1)C(=O)c1cnn(C(C)C)c1 | 11 | -12
58 | NCCc1cc(O)c(O)cc1O | 15&13 | -3&-11
59 | Cc1cc(C)c(C(=O)CN2CCOCC2)c(C)c1 | 2 | 1
60 | COc1cc2[nH]c(=O)n(-c3ccc(C)cc3)c(=O)c2cc1OC | 2 | 7
61 | COc1ccc(-c2cc(-c3ccccc3)[n+](C)c(-c3ccccc3)c2)cc1 | -24 | 40
62 | CC(=O)c1cn(CCCOc2ccccc2)c2ccccc12 | -6 | -17
63 | O=C(Cc1ccccc1)N1CCN(C/C=C/c2ccccc2)CC1 | 3 | 10
64 | C[N+]1(C)C2CCC1CC(OC(=O)C(CO)c1ccccc1)C2 (stereo not given) | -8 | 1
65 | CCc1cc2c(s1)NC(=O)CN=C2c1cccs1 | 6 | 1
66 | c1ccc2[nH]c(CCNC3CCCCC3)nc2c1 | 1 | 13
67 | N#CCCn1cc(C(=O)NCc2ccccc2)c(-c2ccccc2)n1 | -2 | 4
68 | Cc1ccc(N(C)C(=O)Oc2cccc3cccnc23)cc1 | -21 | -1
69 | Cc1cc(N2C(=O)C3CCCN3C2c2sccc2C)no1 (stereo not given) | -11 | 9
70 | Cc1ccc2n1Cc1cnnn1-c1ccccc1-2 | -10 | 6
71 | COc1ccc(-n2c(O)c(C(C)=NCCc3c[nH]c4ccccc34)c(=O)[nH]c2=O)cc1 | 8 | -6
72 | Fc1ccc(Cn2nnnc2CN2CCC(n3nnc4cc(C(F)(F)F)ccc43)CC2)cc1 | -4 | 0
73 | CN1c2ccc([N+](=O)[O-])cc2CC2(C(=O)NC(=O)N(c3ccccc3)C2=O)C1c1ccccc1 (stereo not given) | 16 | -7
74 | O=C1NC(=O)C(=Cc2cc(Cl)ccc2OCc2ccc(C(=O)O)cc2)C(=O)N1 | 21 | -13
75 | CC(=O)c1cccc(OCC(=O)N2CCN(CC(=O)Nc3cccc(F)c3)CC2)c1 | 3 | -4

Among those listed so far, these contain a thiophene ring, fused or not.
nr | molecule | TAG inh | TAG inh DAPI viability
65 | CCc1cc2c(s1)NC(=O)CN=C2c1cccs1 | 6 | 1
69 | Cc1cc(N2C(=O)C3CCCN3C2c2sccc2C)no1 (stereo not given) | -11 | 9

(more compounds)
nr | molecule | TAG inh | TAG inh DAPI viability
76 | CN(C)C=C1C(=O)N(C2CCCCC2)C(=O)N(C2CCCCC2)C1=O | -8 | 15
77 | COC(=O)C1=C(c2ccc(OC)c(OC)c2)C[C@@H]2CC[C@H]1N2C(=O)NCc1cc(C)oc1C(F)(F)F | -7 | 6
78 | COc1ccc(O)c(CN2CCCC(C(=O)c3sccc3C)C2)c1 (stereo not given) | -12 | 18
79 | O=C(NC(Cc1cnc[nH]1)C(=O)O)c1ccccc1 (stereo not given) | -8 | 1
80 | CCC1(C)CC(CCNCc2ccc(N(C)C)cc2)(c2ccc(F)cc2)CCO1 (stereo not given) | 30 | -3
81 | COC(=O)C1=C(c2ccccc2OCc2ccccc2)C[C@@H]2CC[C@H]1N2C(=O)NCCN1CCOCC1 | -4 | -3
82 | COc1ccc(/C=C2\C(=N\O)C3CCN2CC3)cc1 | -14 | 3
83 | CCOc1cc(C=C2C(=O)NC(=O)NC2=O)ccc1OS(=O)(=O)c1ccccc1 | -12 | 6
84 | CN(C)CC1CSCCC1(O)c1ccc(Cl)cc1 (stereo not given) | -10 | 3
85 | O=c1[nH]c(=S)n(C2CC2)c(O)c1C=NCc1ccc(F)cc1 | -6 | -3
86 | CCOP(=O)(NC(C)C)Oc1ccc(SC)c(C)c1 (stereo not given) | -18 | -3
87 | COc1cc(CC2(CCc3ccncc3)C(=O)N(C)C(=O)N(C)C2=O)cc(OC)c1OC | 2 | -7
88 | COc1ccccc1/C=C1/C(=N/O)C2CCN1CC2 | -23 | -4
89 | CCN(CC)CCOC(=O)C(O)(c1ccccc1)c1ccccc1 | 9 | -4
90 | CC1CCCCN1Cc1cccnc1 (stereo not given) | -8 | 3
91 | C[C@@H]1CN([C@@H](C)CO)C(=O)CCCn2nncc2CO[C@H]1CN(C)C(=O)Oc1ccc2ccccc2c1 | 9 | 2
92 | CCC(=O)c1cn(Cc2ccc(C#N)cc2)c2ccccc12 | -9 | -1
93 | CC12CCC3C(CCCC4CC(=O)CCC43C)C1CCC2O (stereo not given) | -16 | 15
94 | CCCn1c(C(=O)c2ccccc2OC)nc2ccccc21 | -7 | -4
95 | Nc1ccc(CC2=NCCN2)cc1 | -10 | 1
96 | O=C(O)c1nn(Cc2ccc(Cl)cc2)c2ccccc12 | -9 | 14
